# Source: PubChem BioAssay
# NOD2 RIPK2 PPI: blocks binding of human NOD2 to RIPK2; CHO BLA complementation NOD2-RIPK2, CCF4 ratio; inhibition, % at 4.98 µM; 360,000 compounds, 0.38% hits; AID 624267; in the data active = inhibition above about 21%;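 note: 0% = vehicle only and 100% = reference blocker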
# ABHD5 PLIN5 PPI: blocks binding of human ABHD5 to perilipin-5; Q00G26+Q8WTS1; Split G. princeps luciferase complementation, luminescence, 4 h; inhibition, % at 4 µM; AID 602281; 360,000 compounds, 0.78% hits;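 active = inhibition above the mean inhibition across every tested compound plus 3 SD, cut at about 22% in these data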;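 note: 0% = DMSO only wells and the 100% control is not disclosed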
# ABCB6 inh MLPCN: inhibitors of human ABC transporter ABCB6. Q9NP58. K562-ABCB6 porphyrin accumulation, flow cytometry, 1 h; stronger effect = lower value. fluorescence ratio to DMSO, % at 10 µM. 360,000 compounds, 0.19% hits;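 active = fluorescence ratio to DMSO below 75%, the collection mean minus 3 SD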;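 note: signal is porphyrin accumulated inside mitochondria; 100% equals median channel fluorescence of DMSO control wells; lower ratio means ABCB6 inhibition with less porphyrin fluorescence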
# MC4R antag cAMP: human MC4R antagonism in cAMP assay; MC4R-expressing cells, MTII-stimulated cAMP, LANCE TR-FRET; inhibition, % at 6.5 µM; 360,000 compounds, 0.48% hits; AID 540295;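 active = inhibition above its plate's cutoff, the mean of tested wells on that plate plus 3 SD, cut at about 29% in these data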;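 note: 0% = Melanotan II alone and 100% = Melanotan II plus saturating MCL0020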
#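 system = U2OS cells with stable human MC4R expression | also added = Melanotan II challenge after compound preincubation | dosing = one concentration, 6.5 µM nominal | incubation = compound 30 min, challenge 1 h, detection 1 h | measured by = TR-FRET with Eu-cAMP and labeled anti-cAMP, 671 nm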
# HTR2A ag: agonists of mouse serotonin 5-HT2A receptor (HTR2A) | P35363 | CHO-K1 mHTR2A beta-arrestin complementation, luminescence; percent of 30 µM serotonin response | activation, % at 7.6 µM | 360,000 compounds, 0.66% hits;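 active = activation above a run cutoff, the mean activation of all tested compounds plus 3 SD, cut at about 14% in these data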;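 note: 0% = plate median of compound wells and 100% = 30 µM serotonin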
# Glyco luc inh: blocks N-linked glycosylation in D54 reporter cells; 360,000 compounds, 0.23% hits; D54 ERlucT glycosylation luciferase reporter, 24 h; percent of 100 nM tunicamycin response; AID 588692; reporter increase, % at 12.5 µM;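 active = mean luciferase reporter signal, scaled so untreated is 0 and the glycosylation-blocking control 100, at or above a set limit in every replicate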;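 note: luciferase carries N-glycosylation sites so blocking glycosylation raises the light; 0% = median of neutral control wells and 100% = median of 100 nM tunicamycin wells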
# SRC2 inh: human SRC2 (NCOA2) inhibition; inhibition, % at 9 µM; Q15596; HEK293 GAL4-SRC2 luciferase reporter, luminescence; 370,000 compounds, 0.17% hits; AID 651957;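 active = inhibition above the mean inhibition of all tested compounds plus 3 SD, set per campaign, cut at about 52% in these data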;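 note: 0% = DMSO treated cells and 100% = cells given Gossypol at 36 µM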
# Target sequence (Q15596 whole entry, looked up, the tested form may be a part): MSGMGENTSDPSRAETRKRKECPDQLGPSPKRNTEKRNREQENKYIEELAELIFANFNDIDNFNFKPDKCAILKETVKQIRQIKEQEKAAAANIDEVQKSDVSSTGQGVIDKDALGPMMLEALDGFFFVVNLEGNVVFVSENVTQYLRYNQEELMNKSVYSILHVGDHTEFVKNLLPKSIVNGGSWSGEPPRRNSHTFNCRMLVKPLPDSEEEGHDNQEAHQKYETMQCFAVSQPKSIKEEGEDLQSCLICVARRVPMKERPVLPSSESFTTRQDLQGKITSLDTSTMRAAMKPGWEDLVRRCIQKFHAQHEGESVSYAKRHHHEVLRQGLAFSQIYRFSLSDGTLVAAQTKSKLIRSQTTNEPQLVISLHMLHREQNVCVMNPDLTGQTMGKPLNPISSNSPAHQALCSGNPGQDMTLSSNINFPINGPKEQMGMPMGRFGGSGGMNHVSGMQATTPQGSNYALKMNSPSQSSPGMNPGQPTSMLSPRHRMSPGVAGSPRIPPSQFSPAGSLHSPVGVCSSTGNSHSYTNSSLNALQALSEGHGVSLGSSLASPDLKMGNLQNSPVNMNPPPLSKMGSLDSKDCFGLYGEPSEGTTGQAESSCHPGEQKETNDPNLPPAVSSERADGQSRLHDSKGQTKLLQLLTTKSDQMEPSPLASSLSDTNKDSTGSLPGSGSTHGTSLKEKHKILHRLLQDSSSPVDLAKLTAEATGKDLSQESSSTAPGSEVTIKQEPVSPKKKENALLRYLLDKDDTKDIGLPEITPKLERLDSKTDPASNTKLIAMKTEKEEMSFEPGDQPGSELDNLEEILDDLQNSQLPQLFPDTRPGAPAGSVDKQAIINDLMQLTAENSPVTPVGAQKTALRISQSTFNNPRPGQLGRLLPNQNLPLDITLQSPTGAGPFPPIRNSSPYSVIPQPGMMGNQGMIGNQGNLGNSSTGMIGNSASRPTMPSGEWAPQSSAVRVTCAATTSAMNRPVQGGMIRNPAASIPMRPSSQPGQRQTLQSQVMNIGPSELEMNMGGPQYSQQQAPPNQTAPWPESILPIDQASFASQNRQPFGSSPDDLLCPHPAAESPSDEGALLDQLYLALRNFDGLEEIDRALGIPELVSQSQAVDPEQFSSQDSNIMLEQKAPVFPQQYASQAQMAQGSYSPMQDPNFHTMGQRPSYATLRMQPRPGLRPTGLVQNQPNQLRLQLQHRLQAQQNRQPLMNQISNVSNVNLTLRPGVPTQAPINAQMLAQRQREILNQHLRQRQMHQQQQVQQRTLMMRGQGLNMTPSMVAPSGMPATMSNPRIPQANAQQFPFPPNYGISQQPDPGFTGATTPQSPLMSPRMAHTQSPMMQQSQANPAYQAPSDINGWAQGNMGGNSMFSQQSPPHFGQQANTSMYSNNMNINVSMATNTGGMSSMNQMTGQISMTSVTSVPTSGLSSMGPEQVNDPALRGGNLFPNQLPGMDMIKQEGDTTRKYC
# Cardio protect: modulators protecting cardiomyocytes from myocardial damage; protection from H2O2 cell death, % at 20 µM; H9c2 cardiomyocytes, H2O2 injury protection, ATPLite, 2 h; AID 588492; 360,000 compounds, 0.63% hits;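 active = compounds giving at least 50% protection of heart cells from peroxide-induced death in the single-dose screen, raw or plate-pattern-corrected value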;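 note: 0% = DMSO wells with peroxide and 100% = DMSO wells without peroxide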
# MC4R barr agon: agonists of human melanocortin 4 receptor (MC4R) beta-arrestin. P32245. U2OS MC4R beta-arrestin complementation, luminescence; percent of melanotan II response, DMSO zero. activation, % at 8.9 µM. 360,000 compounds, 0.98% hits;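 active = activation above a per-plate cutoff, the mean activation of sample wells on that plate plus 3 SD, cut at about 8% in these data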
# TLR9-MyD88 inh: TLR9-MyD88 interaction inhibition; Q9NR96+Q99836; CHO BLA complementation TLR9-MyD88, CCF4 FRET ratio; inhibition, % at 4.98 µM; 340,000 compounds, 0.21% hits; AID 504734;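 active = inhibition above the mean over all tested compounds plus 3 SD, cut at about 21% in these data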;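 note: 0% = DMSO only wells and 100% = clavulanate BLA inhibitor control wells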
# * marks the source's active call; other numbers are inactive results; . = no result given.
SMILES,NOD2 RIPK2 PPI,ABHD5 PLIN5 PPI,ABCB6 inh MLPCN,MC4R antag cAMP,HTR2A ag,Glyco luc inh,SRC2 inh,Cardio protect,MC4R barr agon,TLR9-MyD88 inh
COCCNC(=O)CCc1nc2cccnc2n1Cc1ccc(OC)cc1,-9,2,100,13,1,0,18,0,0.8,6
O=C(NN1CCOCC1)c1cccc2ccccc12,12,0,101,12,0,3,0,-3,-2.4,2
Cc1cc(=O)oc2cc(OCC(=O)OCC(=O)Nc3ccc(C(N)=O)cc3)ccc12,-2,-3,96,-1,-6,-1,-3,-2,-1.5,-1
CCc1nnc(NS(=O)(=O)c2ccc(N=Cc3c(C)[nH]n(-c4ccc(C)cc4)c3=O)cc2)s1,-10,-5,102,23,-1,3,9,-11,-2.6,1
Cc1onc(-c2c(F)cccc2Cl)c1C(=O)Nc1sc2c(c1C#N)CCC(C(C)(C)C)C2 (configuration not stated),-11,3,93,-1,4,0,12,-19,2.6,1
CCOc1ccccc1-c1cc(-c2ccc(OC)cc2)nc2c1c(=O)n(C)c(=O)n2C,-12,6,88,4,-2,-2,-33,-16,0.9,1
Cc1c(CNCCc2ccccc2Cl)c(C(=O)O)c(C)n1-c1ccccc1,4,-7,96,7,-2,-4,11,-3,-1.2,-10
CN(C)CCCN(C(=O)c1cc2ccccc2oc1=O)c1nc2ccc(F)cc2s1,0,18,91,-6,-7,-4,-39,4,0.1,2
CC(C)NC(=O)NC(=O)COC(=O)Cc1c(F)cccc1Cl,-1,0,101,0,0,3,-1,-5,-2.3,-6
Nc1c(C(=O)O)ccc2c1C(=O)c1ccccc1C2=O,2,9,127,0,-2,3,10,2,-3.5,-9
O=C(CN1CC[n+]2c(-c3cccs3)csc21)c1ccc(-c2ccccc2)cc1,-3,8,98,2,-6,1,-8,-17,0.6,-3
CNC(=O)COc1ccc(S(=O)(=O)N2CCCC2)cc1,-2,-2,101,22,7,1,0,-1,0.6,-6
CC(C)c1ccc(OCC(=O)N(Cc2ccccc2)c2ccccn2)cc1,-8,2,94,2,-3,-8,-7,-8,2.3,4
COc1ccc(S(=O)(=O)N2CCC(C(=O)NC3(C)CCS(=O)(=O)C3)CC2)cc1OC (configuration not stated),-12,8,97,0,0,-1,-12,-4,-4.5,-7
CCc1ccc(N(C(=O)CCC(=O)Nc2cc(C)on2)C(C(=O)NC2CCCC2)c2ccco2)cc1 (configuration not stated),-6,-3,89,4,1,-3,0,33,-0.4,-6
COC(=O)C1C(c2ccccc2)NC(=O)NC1(O)C(F)(F)Cl (configuration not stated),-3,3,98,11,1,1,-23,16,-3.5,3
O=C(NCc1ccccn1)c1cc(-c2ccc(-c3ccccc3)cc2)nc2ccccc12,-20,6,98,-2,3,-18,-4,-21,-2.4,4
C/C(CS(=O)(=O)c1ccc(Cl)cc1)=N/NC(N)=S,-10,0,101,14,6,0,-3,0,2.3,-4
CN(CC1COc2ccccc2O1)C(=O)c1ccc(N(C)C)cc1 (configuration not stated),5,1,85,0,0,0,3,-5,-1.8,-6
COc1cccc2cc(C(=O)N(Cc3cccs3)CC3CCCO3)c(=O)oc12 (configuration not stated),4,10,85,3,1,2,-12,14,2.3,-2

# Exported with two lines to a compound: part of the list above
# Fields: NOD2 RIPK2 PPI | ABHD5 PLIN5 PPI | ABCB6 inh MLPCN | MC4R antag cAMP | HTR2A ag | Glyco luc inh | SRC2 inh | Cardio protect | MC4R barr agon | TLR9-MyD88 inh
> CCc1nnc(NS(=O)(=O)c2ccc(N=Cc3c(C)[nH]n(-c4ccc(C)cc4)c3=O)cc2)s1
    -10 | -5 | 102 | 23 | -1 | 3 | 9 | -11 | -2.6 | 1
> Cc1onc(-c2c(F)cccc2Cl)c1C(=O)Nc1sc2c(c1C#N)CCC(C(C)(C)C)C2 (configuration not stated)
    -11 | 3 | 93 | -1 | 4 | 0 | 12 | -19 | 2.6 | 1
> CCOc1ccccc1-c1cc(-c2ccc(OC)cc2)nc2c1c(=O)n(C)c(=O)n2C
    -12 | 6 | 88 | 4 | -2 | -2 | -33 | -16 | 0.9 | 1

# Going on with the list.
SMILES,NOD2 RIPK2 PPI,ABHD5 PLIN5 PPI,ABCB6 inh MLPCN,MC4R antag cAMP,HTR2A ag,Glyco luc inh,SRC2 inh,Cardio protect,MC4R barr agon,TLR9-MyD88 inh
CCC(C)C(N)C1=NC(C(=O)N[C@@H](CC(C)C)C(=O)N[C@H](CCC(=O)[O-])C(=O)N[C@H](C(=O)N[C@H]2CCCCNC(=O)[C@H](CC(N)=O)NC(=O)[C@@H](CC(=O)[O-])NC(=O)[C@H](Cc3cnc[nH]3)NC(=O)[C@@H](Cc3ccccc3)NC(=O)[C@H]([C@@H](C)CC)NC(=O)[C@@H](CCCN)NC2=O)[C@@H](C)CC)CS1.[Zn+2] (some centres not stated),-9,-4,99,-6,-1,2,.,12,-0.2,0
Cc1ccc(S(=O)(=O)N2CCOCC2)cc1C(=O)Nc1cccc(C(=O)NC2CC2)c1,-1,-6,98,10,-3,3,-15,-1,-3.1,4
O=C(NCC1CC1)c1onc(CSc2nc3ccccc3[nH]2)c1C(=O)NCC1CC1,4,-6,93,1,0,-1,-16,6,-0.4,3
COc1ccc(C(=O)N2CCC(CCC(=O)Nc3cccc(C)c3)CC2)cc1,-8,-5,102,-5,-9,-4,-4,4,-0.6,-8
CN1CCc2nc(NC(=O)c3cccc(OC(F)F)c3)sc2C1,-1,1,107,7,-5,3,-24,-18,-1.1,4
O=C1NCCCc2nc(Oc3ccccc3)sc21,7,1,98,3,-6,1,-15,1,-1.1,-4
COc1ccc(CCNC(=O)c2ccc(Br)o2)cc1Br,-7,-1,94,.,9,.,-34,.,.,.
COc1ccc(OC)c(C2C(C#N)=C(N)Oc3c2c(C)nn3-c2ccc(C)cc2)c1 (configuration not stated),-3,-37,95,5,2,0,25,0,-2.0,-4
CCC(=O)C1CCCN(C(=O)c2cccc(OC3CCN(S(C)(=O)=O)CC3)c2)C1 (configuration not stated),-5,0,98,0,2,0,.,6,1.3,12
CC(C)c1onc(C(=O)NC2CCCC2)c1[N+](=O)[O-],-4,-1,104,12,-2,2,-20,-4,-2.1,-5
CCN(CCC#N)c1ccc(N2C(=O)CCCC2=O)cc1[N+](=O)[O-],3,-1,97,-1,3,1,-13,-3,-1.8,7
COc1ccccc1N1CCN(c2ncc(C(=O)N3CCN(c4cccc(Cl)c4)CC3)c3ccccc23)CC1,-4,-1,92,9,-1,-9,-6,-18,-0.7,.
N#CC(C(=O)OC1CCCCC1)c1nc2ccccc2nc1N1CCOCC1 (configuration not stated),0,-9,95,-1,-2,2,-20,8,-2.8,7
CC1Nc2ncnc(N3CCN(c4ccccc4)CC3)c2N(Cc2ccccc2)C1=O (configuration not stated),3,4,95,10,-12,-5,1,32,-3.4,-3
CCc1ccccc1N(CC(=O)N1CCN(c2ccc(F)cc2)CC1)S(C)(=O)=O,-16,0,87,12,-6,-2,6,-4,-0.4,-5
COc1ccc(CC(=O)NNC(=O)COc2ccc(Cl)cc2C)cc1S(=O)(=O)N1CCOCC1,-2,2,95,2,0,1,26,0,-1.1,-9
CCOC(=O)c1cc(S(=O)(=O)N2CCN(Cc3ccccc3)CC2)cn1C,-2,5,96,6,-2,0,-1,0,1.6,5
CCCOc1ccc(C(=O)C(CN2CCOCC2)c2ccccc2)cc1 (configuration not stated),5,6,97,3,-2,7,46,-4,-3.5,-2
Cc1cccc([C@@H]2[C@@H]3C(=O)N(Cc4ccccc4)C(=O)[C@@H]3[C@]3(Cc4ccc(Cl)cc4)C(=O)N(c4cccc(Cl)c4)C(=O)N23)c1,1,-8,91,-2,3,-4,-1,-5,0.3,4
CCNC(=O)NC(=O)CN(C)c1ccccc1,0,1,99,-5,-4,2,-3,-1,-0.5,-5
Cc1sc(-c2ccncc2)nc1OC(=O)c1ccccc1,-3,4,115,3,0,1,3,-9,-0.4,-3
CCOC(=O)c1cc(-c2ccc(N3CCOCC3)cc2)nn1-c1ccccc1,-12,-3,90,2,-2,-6,5,-7,0.0,-4
O=C(C1CCN(S(=O)(=O)c2ccc3ccccc3c2)CC1)N1CCN(c2ncccn2)CC1,5,2,94,0,0,0,3,8,0.3,-1
Cc1cc(-c2csc(Nc3ccccn3)n2)ccc1F,5,-2,98,0,-6,-10,-7,-6,1.1,1
Cc1cc(C)nc(SCC(=O)N/N=C/C=C/c2ccccc2)n1,10,-5,107,-8,0,-2,-17,-3,-2.4,-2
CCOC(=O)c1ccc(NC(=O)CCn2nnc3ccccc32)cc1,-8,3,92,5,-5,-1,5,2,0.3,-1
Cc1ccc(S(=O)(=O)N(CC(=O)N/N=C\c2cccs2)c2cccc3cccnc23)cc1,-5,0,91,-2,-2,-5,13,1,1.4,-3
COc1ccccc1NC(=O)CSc1nnc(CC(=O)Nc2ccccc2F)n1C,2,18,97,8,6,1,-18,-11,0.1,-3
N/C(=N\OC(=O)COc1ccccc1Cl)c1ccc(Cl)cc1,1,-7,94,5,-1,0,-7,-12,1.7,6
CC(C)(C)OC(=O)N1CCC(C(=O)Nc2ccc3c(c2)CCC3)CC1,2,-1,102,7,3,-1,-10,-4,7.2,-4
COc1ccc(NC(=O)CSc2nc(C)cc(C)n2)c([N+](=O)[O-])c1,-1,3,98,-1,9,6,8,-5,0.5,-8
Cc1ccc(NS(=O)(=O)c2ccc(OCC(N)=O)cc2)cc1,6,-4,94,22,5,3,1,5,3.9,-6
CCOc1ccc(-c2c(C(=O)N/N=C/c3ccco3)nnn2-c2nonc2N)cc1,9,-1,95,13,-5,2,-13,9,-1.5,-9
Cc1csc(=O)n1CC(=O)OCC(=O)Nc1ccc(F)c(F)c1F,15,5,100,2,2,1,5,6,-2.2,-1
Cc1[nH]n(-c2ccccc2)c(=O)c1/C=N/NC(=O)C(C)C,-7,-11,130,17,-23,0,-2,8,-1.6,-1
Cc1sc2nc(SCC(=O)NCc3ccco3)n(CCc3ccccc3)c(=O)c2c1C,-1,5,91,4,0,2,-18,27,48*,-7
COc1ccc(CN2CCN(c3cccc(C)c3C)CC2)cc1OC,-9,6,99,6,-4,-3,-3,-3,-2.0,5
Cc1ccc(S(=O)(=O)N(C)C)cc1NC(=S)Nc1ccc2[nH]c(=O)[nH]c2c1,-8,-10,99,-5,5,2,-1,2,-2.2,3
Cc1cnc(C)c(Nc2nc(C(N)c3ccccc3)cs2)n1 (configuration not stated),-9,0,99,-2,12,3,-7,7,-1.1,.
COc1ccc(C(=O)N2CCC(C(=O)N3CCN(Cc4ccccc4)CC3)CC2)cc1,2,3,89,-5,10,.,-21,0,-3.1,-11
Cc1ccc(OCCCC(=O)N2CCOCC2)cc1,6,-8,89,-2,0,0,-17,4,0.2,-11
COc1ccccc1CNC(=O)Nc1cccs1,-5,-9,104,9,0,0,-13,2,0.0,4
CCOC(=O)CSC1=C(C#N)C(c2ccc(Cl)cc2)CC(=O)N1 (configuration not stated),4,-8,99,7,7,1,-5,-2,-1.3,2
Cc1noc(C)c1COc1ccccc1C(=O)N1CCN(S(=O)(=O)c2ccc(F)c(F)c2)CC1,1,-5,97,2,0,3,-5,1,-2.0,-7

# Not all compounds are listed (hit frequency here may not be typical).
